mHTT-CaM PPI inh: mHTT-calmodulin interaction abrogation. P42858. AlphaScreen His-mHTT/GST-CaM binding, luminescence. inhibition, % at 15 µM. 3.6% of 190,000 active;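 further: 0% = both proteins with DMSO and 100% = one protein alone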
Pf apPOL inh: Pf-apPOL DNA polymerase inhibition; Recombinant Pf-apPOL, molecular beacon fluorescence, 1.5 h; inhibition, % at 10 µM; 0.25% of 210,000 active
The depositor's hits bear a star; · = no result given; & = joins results of further samples. No stated cut-off is given here; in the data, active means inhibition above about 50%; inactive means the rest. An excerpt. The share of hits here may be higher or lower than overall.

Below each compound – mHTT-CaM PPI inh, Pf apPOL inh
1	CCC(C)NC(=O)c1ccc2c(c1)Sc1ncccc1C(=O)N2C(C)C (stereo unspecified)
  -2, -4
2	O=C(NC1CCCC1)C1CCCN(c2ncc(-c3ccccc3)cn2)C1 (stereo unspecified)
  -5, 2
3	O=C(NNC(=S)Nc1ccc(S(=O)(=O)N2CCCCC2)cc1)c1ccncc1
  ·, -34
4	C=CCN(c1ccccc1)S(=O)(=O)c1ccc2[nH]cc(C(=O)NCc3ccco3)c(=O)c2c1
  11, -15
5	COc1ccc(OC)c(-c2cc3ccc(O)c(CN4CCC(C)CC4)c3oc2=O)c1
  -11, -3
6	CCc1ccc(N(CC(=O)O)S(=O)(=O)c2ccccc2)cc1
  1, -7
7	Cc1c(NC(=O)c2ccccc2F)cccc1-c1nc2ncccc2o1
  7, 1
8	CC(C)C(=O)Nc1cccc(NC(=O)CSc2ccc(Cl)cc2)c1
  7, 4
9	CCOc1ccc(-c2nc[nH]c2[N+](=O)[O-])cc1
  -3, -2
10	COCCNC(=O)Cn1nc(C(F)(F)F)c(Br)c1C
  4, -1
11	Fc1ccc(C2CC(c3cccs3)n3nnnc3N2)cc1 (stereo unspecified)
  0, 7
12	COc1ccc(O)c(C2NC(C)(C(=O)O)C3C(=O)N(Cc4ccccc4)C(=O)C23)c1 (stereo unspecified)
  5, 2
13	CCOc1ccc2c(=O)c(Oc3ccc(F)cc3)c(C)oc2c1
  -7, -3
14	O=C(NCc1ccc(F)c(Cl)c1)c1ccc2ncnc(N3CCCC3)c2c1
  -2, 10
15	O=C(CN(C1CCCCC1)S(=O)(=O)c1ccc(F)cc1)N1CCOCC1
  2, -13
16	Oc1oc(-c2ccccc2Br)nc1C=Nc1ccc(Br)cc1
  1, 7
17	CC(=O)CC1c2cc(F)ccc2C=C(c2ccsc2)N1c1ccc(C#CC2(O)CCCCC2)cc1 (stereo unspecified)
  -12, -8
18	Cc1cc(N2CCN(C)CC2)nc2ccc(NC(=O)/C=C/c3cccc(Cl)c3)cc12
  94*, -8
19	CSc1nnc(Nc2ccccc2)n1-c1ccccc1
  -4, 8
20	CCOc1ccc(CN2CCCC2c2cc(C)no2)cc1 (stereo unspecified)
  8, -12
21	CC(=O)N1CSCC1C(=O)NNS(=O)(=O)c1cccc(C(F)(F)F)c1 (stereo unspecified)
  ·, 8&1
22	COc1ccccc1N1CCN(CCC(=O)Nc2cccc(Cl)c2)CC1
  7, 2
23	Cc1oc(-c2ccc(Cl)cc2)cc1C(=O)NCc1ccccc1
  ·, -51
24	O=C(Nc1c2c(nn1-c1ccc([N+](=O)[O-])cc1)CSC2)c1ccc2c(c1)OCO2
  25, -1
25	O=C(NCCCCc1ccccc1)c1ccc(Cl)cc1
  -19, -6
26	Cc1cc([N+](=O)[O-])nn1CC(=O)Nc1c(F)cc(F)cc1Br
  0&1, -2&-5
27	Cc1cc(C(=O)N2CCCC2c2cccc(F)c2)on1 (stereo unspecified)
  1, -8
28	CCOc1ccc(C(=O)N2CC(C)C(c3nc(-c4cccnc4)no3)C2)cc1 (stereo unspecified)
  7, 0
29	CCOc1ccc(C(=O)N2c3ccccc3CC2C(=O)NC)cc1 (stereo unspecified)
  -8, -2
30	COc1ccc(N=Cc2c(Nc3ccc(Cl)cc3)nc3c(C)cccn3c2=O)cc1
  4, 10
31	Cn1ncc(N2CCC(C(=O)NCc3ccccc3F)CC2)cc1=O
  -3, -5
32	CCOC(=O)C(=NNc1ccccc1)C(C)=N
  ·, -14
33	COc1ccc(-n2nc3c(c2NC(=O)C24CC5CC(CC(C5)C2)C4)CS(=O)C3)cc1 (stereo unspecified)
  21&17, -8&-5
34	Cn1nc(-c2nc(-c3ccccc3)no2)c2c1CCN(C(=O)Nc1cccc(Cl)c1)C2
  -20, 1
35	CCn1cc(CN2CCC(C(=O)NCC3CCCO3)CC2)c2cc(Cl)ccc21 (stereo unspecified)
  10, -3
36	C[C@@H]1CCN(C2CC2)S(=O)(=O)c2c(cccc2N2CC[C@@H](O)C2)O1
  4, -4
37	O=S(=O)(c1ccc(Cl)cc1)N1CCCc2ccccc21
  -68, -3
38	CC1CCCC(NC(=O)Cn2c(=O)[nH]c3ccsc3c2=O)C1C (stereo unspecified)
  -5, -5
39	COc1ccccc1N1CCN(c2ncnc3c2nc2n3CCCC2)CC1
  4, -7
40	CN(C)c1ccc(CN2CCC(O)CC2)cc1
  -2, -2
41	O=C(Nc1cccc(-c2nc3ncccc3o2)c1)c1cccc(Cl)c1Cl
  20, -8
42	CC(C)NC(=O)c1ccc(OCC2CCCN(C(=O)C(C)C)C2)cc1 (stereo unspecified)
  8, -4
43	O=C(O)CC(CC(=O)Nc1ccc(-n2ccc(C(F)(F)F)n2)cc1)c1ccccc1 (stereo unspecified)
  ·, -23
44	O=C(COc1ccc(Cl)cc1Cl)Nc1ccccc1I
  -4, 1
45	O=C(NCc1ccccc1F)C1c2ccccc2CCN1C(=O)c1ccccc1 (stereo unspecified)
  -2, -5
46	COc1ccccc1C(=O)N1CCCC1c1nc(-c2ccc(F)cc2F)no1 (stereo unspecified)
  -6, -2
47	CS(=O)(=O)N(Cc1ccc(C(=O)O)cc1)c1ccccc1
  -4, -1
48	C=CCNC(=O)C1CCC(Cn2c(=O)[nH]c3ccsc3c2=O)CC1 (stereo unspecified)
  -1, -3
49	Cc1nc(-c2cccnc2)nc2c1CCC(=O)N2C
  -7, 4
50	COCC(=O)N1N=C(c2cccc(NS(C)(=O)=O)c2)CC1c1ccccc1F (stereo unspecified)
  -17, 2
51	COCCNC(=O)c1nn2c(C(F)(F)F)c3c(nc2c1Cl)-c1ccccc1CC3
  -3, 1
52	CN(C)c1ccc(C=NO)c(F)c1C#N
  ·, -7
53	Cc1nc2sccn2c(=O)c1NC(=O)C1CC1
  1, -3
54	O=C(Nc1cccc(F)c1)O[C@H]1CCC12CCC(c1ccccc1)CC2 (stereo partly specified)
  -84, -4
55	CC(C)CNC(=O)C1CC(=O)N(CCc2c[nH]c3ccc(Cl)cc23)C1 (stereo unspecified)
  14, -1
56	COc1ccc(C2=NN(CC(=O)NC3CCCC(C)C3C)C(=O)CC2)cc1 (stereo unspecified)
  13, -18
57	CC(C)N(C)C(=O)c1ccccc1N1CCC(NC(=O)c2cccc(F)c2)CC1
  12, 0
58	COc1cc(SC)ccc1C(=O)N1CCN(c2ccccc2OC)CC1
  21, -4
59	CC(C)(C)c1ccc(-c2nnc(-c3ccc4c(c3)OCO4)o2)cc1
  -1, -4
60	COc1ccc(Cl)cc1N1CC(c2nc(-c3ccncc3)no2)CC1=O (stereo unspecified)
  -31, -4

More compounds:
Below each compound – mHTT-CaM PPI inh, Pf apPOL inh
61	Oc1cccc(Cn2c(-c3cccc(O)c3)nc3ccccc32)c1
  9, -2
62	N#Cc1c(C(F)(F)F)cc(-c2cccs2)nc1SCc1csc(-c2cccs2)n1
  ·, -12
63	O=C(Nc1c2c(nn1-c1ccc(Cl)cc1)CSC2)c1cc(Cl)ccc1[N+](=O)[O-]
  10, -5
64	O=C(C1CCCC1)N1CCN(c2ccc(-c3noc(C(F)(F)F)n3)cn2)CC1
  -20, -16
65	Cc1cc(C(=O)Nc2cc(C(F)(F)F)ccc2N2CCOCC2)nn1-c1ccccc1
  ·, -5
66	CC(C)CNC(=O)COc1ccc(Br)cc1Cl
  -12, 5
67	COc1cc(OC)cc(C(=O)Nc2nc3ccc(Cl)cc3s2)c1
  -6, -1
68	O=c1nc(/C=C/c2ccccc2)[nH]c(=O)[nH]1
  -3, -4
69	C[C@H]1[C@H](N)CC[C@@]23CCCN2C(=O)CCC[C@@H]13
  4, -1
70	N#Cc1cccc(C(=O)Nc2ccc3cn[nH]c3c2)c1
  -1, 3
71	O=C(COc1ccccc1[N+](=O)[O-])Nc1ccc(Cl)cc1Cl
  -1, -42
72	CCc1cccc(N(CC)C(=O)c2cc3cc4ccc(OC)cc4nc3o2)c1
  6, -5
73	COc1ccc(C(=O)Nc2c3c(nn2-c2ccc(C)cc2)CS(=O)C3)cc1OC (stereo unspecified)
  -1, -21
74	CC1CC(C)CN(S(=O)(=O)c2ccc(F)c(C(=O)Nc3ccc(Cl)cc3)c2)C1 (stereo unspecified)
  1, 33
75	O=C(NCc1cccnc1)c1ccc(CNC(=O)c2cccc(Br)c2)cc1
  2, -8
76	CC(O)(CCc1ccccc1)CNS(=O)(=O)c1ccc(OC(F)(F)F)cc1 (stereo unspecified)
  1, 4
77	COc1ccc(O)c(CN2CCC(N3CCCCC3)CC2)c1
  1, -4
78	COc1ccc(Cl)cc1C(=O)Nc1ccc(OCC(=O)N2CCOCC2)cc1
  -1, 2
79	COc1ccc(CC(=O)c2ccc(O)c(CN(C)C)c2O)cc1
  3, -24
80	CC1=C(C(=O)Nc2cccnc2)C(c2cccc(Br)c2)n2ncnc2N1 (stereo unspecified)
  1, 4
81	Cc1nc(SCC(=O)Nc2ccc(S(N)(=O)=O)cc2)c2cnn(-c3ccccc3)c2n1
  23, -8
82	CCCn1c(C2CCN(C(=O)Nc3ccc(F)c(Cl)c3)C2)nc2cccnc21 (stereo unspecified)
  21, -5
83	CSc1cccc(NC(=O)CCS(=O)(=O)c2ccc(Br)s2)c1
  -4, -6
84	COC(=O)C1CN(Cc2ccc(F)cc2)CCS(=O)(=O)N1Cc1cn(Cc2ccc(Cl)cc2)nn1 (stereo unspecified)
  22, 1
85	CCOc1ccc(CC(=O)Nc2cc(-c3cccnc3)no2)cc1
  -1, -1
86	Cc1ccc(C(=O)N2CCC(CC(=O)NCCN(C)C3CCCCC3)CC2)cc1
  -6, -4
87	Brc1ccc2ncnc(NCC3CCCO3)c2c1 (stereo unspecified)
  -5, 4
88	CS(=O)(=O)c1ccsc1
  ·, 2
89	O=C(NC1CCCCCC1)c1cn2c(n1)COCC2
  -9, -4
90	O=C(Nc1cccnc1)c1cnn2c(C(F)(F)F)cc(-c3cccs3)nc12
  5, -2
91	COc1ccc(C2Oc3ccc(Cl)cc3C3CC(c4ccco4)=NN32)cc1OC (stereo unspecified)
  60*, -20
92	CC(C)c1cc(C2CCCN2C(=O)c2cc(-c3ccc(Cl)cc3)on2)no1 (stereo unspecified)
  -2, 0
93	CCCc1nc2cccnc2n1C1CCN(C(=O)c2ccc(N3CCCC3=O)cc2)C1 (stereo unspecified)
  3, -3
94	COc1ccc(NC(=O)C2CN(S(C)(=O)=O)CC23CCCCC3)c(OC)c1 (stereo unspecified)
  12, 2
95	O=C(Cc1nnc(-c2ccc3ncccc3c2)o1)Nc1cccc(C(F)(F)F)c1
  28, 0
96	Cc1cc(Nc2ccc(C(=O)O)cc2)n2ncnc2n1
  4, -9
97	COc1ccc(N2CCN(C(=O)c3cc([N+](=O)[O-])ccc3N3CCCC3)CC2)cc1
  17, -5
98	CCOc1sc2nc(C)n(CC(=O)Nc3cc(Cl)ccc3OC)c(=O)c2c1C
  5, -6
99	O=C(COc1ccc([N+](=O)[O-])cc1)Nc1ccc(Br)cc1F
  2, -6
100	C=CCc1c(CCC)nc(SCc2ccc(F)cc2)[nH]c1=O
  ·, -5&-3
101	CC(C)(C)OC(=O)NCc1n[nH]c(=S)n1-c1ccccc1
  ·, 1
102	CN(C)S(=O)(=O)c1ccc(C(=O)Nc2ccc(CC(=O)N3CCCC3)cc2)cc1
  5, 2
103	O=S(=O)(c1cc(Cl)ccc1Cl)N1CCCC1
  -16&-17, 0&4
104	CCC1=NN(C(=O)c2ccccc2Br)C(O)(C(F)(F)F)C1 (stereo unspecified)
  -5, 1
105	CCOc1ccc(-n2c(SCC(=O)Nc3ccc(Cl)cc3)nc3c(c2=O)SCC3)cc1
  1, 0
106	O=c1[nH][nH]c(=S)n1C1CC1
  ·, 17
107	Cc1cn2c(-c3ccccc3F)nc(=S)nc2s1
  5, ·
108	O=C(C1=C(O)C(=O)N(CCN2CCOCC2)C1c1ccco1)c1cccs1 (stereo unspecified)
  3, -3
109	Cc1cc(OCC(=O)NCc2ccc(Cl)cc2)nc(N2CCC(C)CC2)n1
  -10, 0
110	CCOc1cccc(C(=O)Nc2ccc(I)cc2Cl)c1
  -13, -5

From compound 90 up to 107, copied from above:
Below each compound – mHTT-CaM PPI inh, Pf apPOL inh
90	O=C(Nc1cccnc1)c1cnn2c(C(F)(F)F)cc(-c3cccs3)nc12
  5, -2
91	COc1ccc(C2Oc3ccc(Cl)cc3C3CC(c4ccco4)=NN32)cc1OC (stereo unspecified)
  60*, -20
92	CC(C)c1cc(C2CCCN2C(=O)c2cc(-c3ccc(Cl)cc3)on2)no1 (stereo unspecified)
  -2, 0
93	CCCc1nc2cccnc2n1C1CCN(C(=O)c2ccc(N3CCCC3=O)cc2)C1 (stereo unspecified)
  3, -3
94	COc1ccc(NC(=O)C2CN(S(C)(=O)=O)CC23CCCCC3)c(OC)c1 (stereo unspecified)
  12, 2
95	O=C(Cc1nnc(-c2ccc3ncccc3c2)o1)Nc1cccc(C(F)(F)F)c1
  28, 0
96	Cc1cc(Nc2ccc(C(=O)O)cc2)n2ncnc2n1
  4, -9
97	COc1ccc(N2CCN(C(=O)c3cc([N+](=O)[O-])ccc3N3CCCC3)CC2)cc1
  17, -5
98	CCOc1sc2nc(C)n(CC(=O)Nc3cc(Cl)ccc3OC)c(=O)c2c1C
  5, -6
99	O=C(COc1ccc([N+](=O)[O-])cc1)Nc1ccc(Br)cc1F
  2, -6
100	C=CCc1c(CCC)nc(SCc2ccc(F)cc2)[nH]c1=O
  ·, -5&-3
101	CC(C)(C)OC(=O)NCc1n[nH]c(=S)n1-c1ccccc1
  ·, 1
102	CN(C)S(=O)(=O)c1ccc(C(=O)Nc2ccc(CC(=O)N3CCCC3)cc2)cc1
  5, 2
103	O=S(=O)(c1cc(Cl)ccc1Cl)N1CCCC1
  -16&-17, 0&4
104	CCC1=NN(C(=O)c2ccccc2Br)C(O)(C(F)(F)F)C1 (stereo unspecified)
  -5, 1
105	CCOc1ccc(-n2c(SCC(=O)Nc3ccc(Cl)cc3)nc3c(c2=O)SCC3)cc1
  1, 0
106	O=c1[nH][nH]c(=S)n1C1CC1
  ·, 17
107	Cc1cn2c(-c3ccccc3F)nc(=S)nc2s1
  5, ·

Assay outcomes deposited in PubChem by University of Kansas High Throughput Screening Laboratory.
